Assay outcomes deposited in PubChem BioAssay by several laboratories.
CAL PDZ FP-1 – inhibitors of human CAL PDZ peptide binding | Q9HD26 | purified CAL PDZ, TMR-peptide fluorescence polarization, 1 h | inhibition, % at 20 µM | actives 0.02% (n = 330,000) | AID 504414;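 active = highest replicate inhibition of at least 40%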;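 also: plate controls were DMSO neutral control wells for no effect and unlabeled competitor peptide control wells for full effect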
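Read-out basis: mP drop reported as inhibition | Assay system: Tagged CAL PDZ protein CerCALP, purified | Benchmarks: Unlabelled peptide for full inhibition, DMSO wells as neutral | Schedule: 1 h incubation at room temperature before polarization reading | Buffer or medium: Sodium phosphate/NaCl buffer pH 7.4 with TCEP, IgG, Thesit | Doses: Single point, 20 µM | Measured by: Fluorescence polarization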
Keap1 Nrf2 FP – disrupts human Keap1 binding to Nrf2 peptide; Keap1 Kelch-Nrf2 peptide fluorescence polarization, 1536-well; inhibition, % at 9.4 µM; actives 0.15% (n = 340,000); AID 504523; in the data active = inhibition above about 12%;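 also: human Keap1 Kelch domain with fluorescein labeled Nrf2 9mer peptide probe; 0% = neutral control wells and 100% = peptide positive control; higher means more block of Keap1 binding to Nrf2 peptide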
DAGLB inh – diacylglycerol lipase beta (human) inhibition; Q8NCG7; HEK293T DAGLB membrane lysate, EnzChek fluorogenic substrate; inhibition, % at 5.17 µM; actives 0.059% (n = 340,000); AID 504411; in the data active = inhibition above about 34%;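 also: 0% = enzyme with vehicle and 100% = wells lacking enzyme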
Cardiac RTF inh – cardiac RTF calcium desensitization | actives 0.12% (n = 340,000) | inhibition, % at 7.15 µM | IANBD-labeled cardiac RTF, Ca2+ fluorescence | P19429+P45379;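 active = inhibition above the mean inhibition of all tested compounds plus 3 SD, cut at about 17% in these data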;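 also: assay run at fixed EC70 calcium of 1.6 mM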
Arr AP2 block – human beta-arrestin and AP2 interaction inhibition; FITC-arrestin peptide / GST-AP2 beads, flow cytometry; AP2 beta2 appendage carries R879A mutation; inhibition, % at 10 µM; actives 0.31% (n = 340,000); AID 504490;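 active = inhibition above a set limit, near 3 SD of compounds lacking own fluorescence, cut at about 54% in these data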;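 also: plate controls were DMSO wells for no effect and 5 µM unlabelled arrestin peptide for full effect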
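System: GST-tagged AP2 beta2-adaptin appendage (R879A) on 4 µm glutathione beads / Reagent: FITC-arrestin peptide, 50 nM / Detection: HyperCyt-sampled flow cytometry, FL1 channel, ex 488/em 535 nm / Timing: 12 min plus 1 h, RT / Buffer or medium: PBS plus Tween 20 (0.05%) and BSA (0.1%)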
DSG3 Ab inh – human desmoglein-3 autoantibody binding inhibition | P32926 | DSG3-coupled beads, scFv-anti-DSG3-GFP binding, flow cytometry; active compounds read low | binding (percent of control), % at 10 µM | actives 0.48% (n = 310,000) | AID 588358;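 active = binding more than 3 SD below its plate's average and above zero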;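 also: hits lower antibody fragment binding to DSG3; some compounds called inactive have numbers as strong as hits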
NSD2 inh – inhibitors of human histone methyltransferase NSD2 | O96028 | NSD2 peptide methylation, AlphaScreen, 120 min | inhibition, % at 12.5 µM | actives 0.54% (n = 310,000); in the data active = inhibition above about 50%
Target sequence (O96028 whole entry, looked up): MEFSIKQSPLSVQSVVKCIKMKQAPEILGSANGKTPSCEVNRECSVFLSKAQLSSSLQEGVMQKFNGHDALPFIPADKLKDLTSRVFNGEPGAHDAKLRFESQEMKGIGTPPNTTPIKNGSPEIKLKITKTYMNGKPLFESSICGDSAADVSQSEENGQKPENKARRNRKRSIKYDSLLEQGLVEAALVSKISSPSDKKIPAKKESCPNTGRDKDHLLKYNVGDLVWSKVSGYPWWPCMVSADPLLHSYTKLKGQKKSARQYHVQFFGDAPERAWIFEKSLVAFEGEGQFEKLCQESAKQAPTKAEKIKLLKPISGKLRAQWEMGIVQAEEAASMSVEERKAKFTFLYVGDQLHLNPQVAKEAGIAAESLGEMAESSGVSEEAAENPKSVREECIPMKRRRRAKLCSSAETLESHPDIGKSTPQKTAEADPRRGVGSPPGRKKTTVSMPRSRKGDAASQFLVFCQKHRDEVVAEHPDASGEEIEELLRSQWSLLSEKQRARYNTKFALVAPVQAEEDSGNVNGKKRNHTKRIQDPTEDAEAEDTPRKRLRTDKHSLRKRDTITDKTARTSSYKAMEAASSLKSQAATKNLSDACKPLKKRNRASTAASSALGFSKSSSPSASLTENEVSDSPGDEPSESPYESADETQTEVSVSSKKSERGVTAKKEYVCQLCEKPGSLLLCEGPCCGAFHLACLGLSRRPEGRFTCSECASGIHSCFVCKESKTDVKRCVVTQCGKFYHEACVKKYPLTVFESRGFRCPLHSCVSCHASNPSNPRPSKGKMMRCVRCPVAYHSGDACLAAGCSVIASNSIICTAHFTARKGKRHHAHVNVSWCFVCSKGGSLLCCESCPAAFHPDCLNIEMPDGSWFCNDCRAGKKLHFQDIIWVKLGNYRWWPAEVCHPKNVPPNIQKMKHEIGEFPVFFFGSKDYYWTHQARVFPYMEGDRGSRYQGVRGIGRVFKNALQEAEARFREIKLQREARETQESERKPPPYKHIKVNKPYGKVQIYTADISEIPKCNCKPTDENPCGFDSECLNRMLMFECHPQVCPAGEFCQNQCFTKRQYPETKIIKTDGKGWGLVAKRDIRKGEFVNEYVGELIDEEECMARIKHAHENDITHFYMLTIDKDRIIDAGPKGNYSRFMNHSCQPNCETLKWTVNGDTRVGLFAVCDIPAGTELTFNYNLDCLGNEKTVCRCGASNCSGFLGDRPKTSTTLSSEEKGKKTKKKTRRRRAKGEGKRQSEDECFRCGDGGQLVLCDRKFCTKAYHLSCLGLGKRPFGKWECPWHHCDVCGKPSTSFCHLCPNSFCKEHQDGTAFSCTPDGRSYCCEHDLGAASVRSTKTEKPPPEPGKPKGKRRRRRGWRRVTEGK
V-ATPase pHluor – regulators of yeast V-ATPase proton transport | AID 504577 | S. cerevisiae, pHLuorin cytosolic pH fluorescence | response, % at 10 µM | actives 0.37% (n = 350,000); in the data active = response mostly above about 7.3%, no sharp cut-off; inactive = mostly below about 5.4%; also: actives read high; inactives centre near 0; some compounds called inactive have numbers as strong as hits
CAL PDZ FP-2 – inhibitors of human CAL PDZ peptide binding; AID 602252; inhibition, % at 24.9 µM; actives 0.92% (n = 300,000); purified CAL PDZ, TMR-peptide fluorescence polarization, 1 h; Q9HD26;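 active = mean inhibition of at least 30% with at least half of replicates also reaching 30%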;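 also: 0% = DMSO neutral control and 100% = excess unlabeled competitor peptide PRC23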
C-LANA FP – inhibitors of KSHV LANA C-terminal domain DNA binding | AID 504423 | MBP-C-LANA/FAM-LBS DNA binding, fluorescence polarization | inhibition, % at 9 µM | actives 0.078% (n = 340,000);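 active = highest replicate inhibition at or above 60% at 9 µM, even if other replicates fall short; inactive = all replicates below 60% inhibition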;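 also: 0% = neutral control wells and 100% = 4 µM acridine orange control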
The depositor's hits bear a star. An excerpt. The share of hits here may be higher or lower than overall.

Sample of the layout, four compounds:
`COc1ccc2oc(=O)cc(C)c2c1` gave Keap1 Nrf2 FP 0, DAGLB inh -1, Cardiac RTF inh -4, Arr AP2 block -8, DSG3 Ab inh 106, NSD2 inh 7, V-ATPase pHluor 3, CAL PDZ FP-2 -7 and C-LANA FP 3.6.
`CCc1nc2sc(C(=O)O)c(N)c2c2c1CCCC2` gave CAL PDZ FP-1 -0.1, Keap1 Nrf2 FP -3, DAGLB inh -1, Cardiac RTF inh -9, Arr AP2 block -2, DSG3 Ab inh 99, NSD2 inh 4, V-ATPase pHluor 4, CAL PDZ FP-2 -1 and C-LANA FP -7.8.
Screening Cn1c(N)c(C(=O)COC(=O)Cc2ccccc2F)c(=O)n(C)c1=O returned CAL PDZ FP-1 -0.5, Keap1 Nrf2 FP -3, DAGLB inh -2, Cardiac RTF inh -1, Arr AP2 block 2, DSG3 Ab inh 137, NSD2 inh 1, V-ATPase pHluor 2, CAL PDZ FP-2 -3 and C-LANA FP 1.1.
Screening CCn1c(-c2ccc(-c3ccccc3)cc2)c[nH]c1=S returned CAL PDZ FP-1 0.4, Keap1 Nrf2 FP -4, DAGLB inh 3, Cardiac RTF inh 5, Arr AP2 block -6, DSG3 Ab inh 107, NSD2 inh -2, V-ATPase pHluor 1, CAL PDZ FP-2 5 and C-LANA FP -1.2.

All compounds of this part, previewed entries included:
`COc1ccc2oc(=O)cc(C)c2c1` gave Keap1 Nrf2 FP 0, DAGLB inh -1, Cardiac RTF inh -4, Arr AP2 block -8, DSG3 Ab inh 106, NSD2 inh 7, V-ATPase pHluor 3, CAL PDZ FP-2 -7 and C-LANA FP 3.6.
`CCc1nc2sc(C(=O)O)c(N)c2c2c1CCCC2` gave CAL PDZ FP-1 -0.1, Keap1 Nrf2 FP -3, DAGLB inh -1, Cardiac RTF inh -9, Arr AP2 block -2, DSG3 Ab inh 99, NSD2 inh 4, V-ATPase pHluor 4, CAL PDZ FP-2 -1 and C-LANA FP -7.8.
Screening Cn1c(N)c(C(=O)COC(=O)Cc2ccccc2F)c(=O)n(C)c1=O returned CAL PDZ FP-1 -0.5, Keap1 Nrf2 FP -3, DAGLB inh -2, Cardiac RTF inh -1, Arr AP2 block 2, DSG3 Ab inh 137, NSD2 inh 1, V-ATPase pHluor 2, CAL PDZ FP-2 -3 and C-LANA FP 1.1.
Screening CCn1c(-c2ccc(-c3ccccc3)cc2)c[nH]c1=S returned CAL PDZ FP-1 0.4, Keap1 Nrf2 FP -4, DAGLB inh 3, Cardiac RTF inh 5, Arr AP2 block -6, DSG3 Ab inh 107, NSD2 inh -2, V-ATPase pHluor 1, CAL PDZ FP-2 5 and C-LANA FP -1.2.
Screening COC(=O)[C@@H]1C[C@@]2(O)[C@H](O)[C@H](O)[C@H](O)C[C@H]2N1Cc1cc(OC)cc(OC)c1 returned CAL PDZ FP-1 -1.0, Keap1 Nrf2 FP 4, DAGLB inh -2, Cardiac RTF inh -9, Arr AP2 block 12, DSG3 Ab inh 95, V-ATPase pHluor -3, CAL PDZ FP-2 -3 and C-LANA FP -0.9.
Screening O=C(c1ccccc1)c1ccc2cc(O)ccc2c1 returned CAL PDZ FP-1 -1.6, Keap1 Nrf2 FP -2, DAGLB inh -4, Cardiac RTF inh -5, Arr AP2 block 7, DSG3 Ab inh 95, NSD2 inh 3, V-ATPase pHluor -1, CAL PDZ FP-2 -4 and C-LANA FP 3.3.
COc1ccc(NC(=O)CCNS(=O)(=O)c2cccc(C(C)=O)c2)cc1S(N)(=O)=O was read as CAL PDZ FP-1 -2.1, Keap1 Nrf2 FP 1, DAGLB inh -1, Cardiac RTF inh 3, Arr AP2 block 18, DSG3 Ab inh 96, NSD2 inh 3, V-ATPase pHluor 0, CAL PDZ FP-2 -3 and C-LANA FP 1.4.
O=C1NC(=NCc2ccccc2)S/C1=C/c1ccc(O)cc1 was read as CAL PDZ FP-1 -5.8, Keap1 Nrf2 FP 1, DAGLB inh 0, Cardiac RTF inh -5, Arr AP2 block -5, DSG3 Ab inh 100, NSD2 inh 33, V-ATPase pHluor -1, CAL PDZ FP-2 -7 and C-LANA FP 1.3.
For NC(=O)CCN1CCN(Cc2nc(C(c3ccccc3)c3ccccc3)no2)CC1 the results were CAL PDZ FP-1 -0.1, Keap1 Nrf2 FP -2, DAGLB inh 0, Cardiac RTF inh 6, Arr AP2 block -4, DSG3 Ab inh 105, NSD2 inh 2, V-ATPase pHluor -1, CAL PDZ FP-2 6 and C-LANA FP 1.3.
Cc1nn(-c2ccccc2)c(C)c1NC(=O)c1cccs1 was read as CAL PDZ FP-1 -1.1, Keap1 Nrf2 FP -2, DAGLB inh 2, Cardiac RTF inh 9, Arr AP2 block -3, DSG3 Ab inh 107, NSD2 inh 0, V-ATPase pHluor 7, CAL PDZ FP-2 -3 and C-LANA FP 0.7.
`CC(=O)C1=C(O)C(=O)N(c2ccc(S(=O)(=O)Nc3nccs3)cc2)C1c1ccc(F)cc1` (stereo not given) gave CAL PDZ FP-1 -1.8, Keap1 Nrf2 FP -4, DAGLB inh 3, Cardiac RTF inh -3, Arr AP2 block -5, DSG3 Ab inh 88, NSD2 inh 2, V-ATPase pHluor 5, CAL PDZ FP-2 -3 and C-LANA FP 0.5.
For CCOc1ccc(CNC(=O)C2Cc3cc(S(=O)(=O)N4CCCCC4)ccc3N2C(C)=O)cc1 (stereo not given) the results were CAL PDZ FP-1 -2.0, Keap1 Nrf2 FP -4, DAGLB inh 3, Cardiac RTF inh 1, Arr AP2 block 3, DSG3 Ab inh 106, V-ATPase pHluor 5, CAL PDZ FP-2 3 and C-LANA FP 0.0.
`COc1ccc(NC(=O)CN(C)C2CCCCC2)cc1Cl` gave CAL PDZ FP-1 -2.1, Keap1 Nrf2 FP 4, DAGLB inh -2, Cardiac RTF inh -4, Arr AP2 block 5, DSG3 Ab inh 101, NSD2 inh -1, V-ATPase pHluor 3, CAL PDZ FP-2 -3 and C-LANA FP -0.7.
OCCC1CN(Cc2cccc3c2OCO3)CCN1C1CCCCC1 (stereo not given) was read as CAL PDZ FP-1 -2.6, Keap1 Nrf2 FP -4, DAGLB inh 0, Cardiac RTF inh -1, DSG3 Ab inh 103, NSD2 inh -5, V-ATPase pHluor 1, CAL PDZ FP-2 -2 and C-LANA FP 1.2.
O=C(Nc1ccc(F)c([N+](=O)[O-])c1)C(=O)c1c(O)[nH]c2ccccc12 was read as CAL PDZ FP-1 -0.2, Keap1 Nrf2 FP -3, DAGLB inh 2, Cardiac RTF inh -2, Arr AP2 block -8, DSG3 Ab inh 101, NSD2 inh 1, V-ATPase pHluor 1 and C-LANA FP 1.4.
For Cc1cc(Cl)c(S(=O)(=O)Nc2ccc3c(c2)OCO3)cc1OCC(=O)NC1CCCCC1 the results were CAL PDZ FP-1 -0.7, Keap1 Nrf2 FP 5, DAGLB inh 3, Cardiac RTF inh -2, Arr AP2 block -4, DSG3 Ab inh 94, NSD2 inh 2, V-ATPase pHluor -2, CAL PDZ FP-2 -2 and C-LANA FP 0.0.
CCc1nnc(NC(=O)CSc2ncnc3c2oc2ccccc23)s1 was read as CAL PDZ FP-1 -0.1, Keap1 Nrf2 FP 7, DAGLB inh 2, Cardiac RTF inh -2, Arr AP2 block 19, DSG3 Ab inh -17*, V-ATPase pHluor -5, CAL PDZ FP-2 5 and C-LANA FP -7.5.
For O=C(COC(=O)CCS(=O)(=O)c1ccc(F)cc1)NC1CCCCC1 the results were CAL PDZ FP-1 -1.0, Keap1 Nrf2 FP -4, DAGLB inh 1, Cardiac RTF inh 0, Arr AP2 block -1, NSD2 inh -2, V-ATPase pHluor 2, CAL PDZ FP-2 2 and C-LANA FP -0.3.
Screening O=C(c1ccc(Cl)cc1Cl)N1CCc2ccccc21 returned CAL PDZ FP-1 -5.3, Keap1 Nrf2 FP 1, DAGLB inh -2, Cardiac RTF inh -4, Arr AP2 block -2, DSG3 Ab inh 96, NSD2 inh 1, V-ATPase pHluor -4, CAL PDZ FP-2 -2 and C-LANA FP 1.7.
For CCN(CC(=O)NCCc1ccc(S(N)(=O)=O)cc1)Cc1nc2cc(OC)c(OC)cc2c(=O)[nH]1 the results were CAL PDZ FP-1 0.9, Keap1 Nrf2 FP -5, DAGLB inh -2, Cardiac RTF inh -17, Arr AP2 block 14, DSG3 Ab inh 87, NSD2 inh 2, V-ATPase pHluor 1, CAL PDZ FP-2 0 and C-LANA FP -0.7.
COC(=O)c1ccsc1NC(=O)c1ccc(Cl)s1 was read as CAL PDZ FP-1 -1.6, Keap1 Nrf2 FP -4, DAGLB inh -5, Cardiac RTF inh -9, Arr AP2 block -3, DSG3 Ab inh 103, V-ATPase pHluor 2 and C-LANA FP 0.0.
O=C(CC(n1cncn1)C(Cl)(Cl)Cl)c1ccc([N+](=O)[O-])cc1 (stereo not given) was read as CAL PDZ FP-1 -4.6, Keap1 Nrf2 FP 1, DAGLB inh 4, Cardiac RTF inh -7, Arr AP2 block 34, DSG3 Ab inh 108, NSD2 inh 1, V-ATPase pHluor 5, CAL PDZ FP-2 1 and C-LANA FP -0.1.
For O=C1c2ccccc2C(=Nc2ccccc2)C1c1cccc(Br)c1 (stereo not given) the results were CAL PDZ FP-1 -2.8, Keap1 Nrf2 FP -8, DAGLB inh 12, Cardiac RTF inh -4, Arr AP2 block -3, DSG3 Ab inh 108, NSD2 inh -3, V-ATPase pHluor -5, CAL PDZ FP-2 -4 and C-LANA FP 0.5.
CCCCCCCCN1[C@@H](CC(C)=O)c2cc(C(F)(F)F)ccc2S1(=O)=O was read as CAL PDZ FP-1 1.2, Keap1 Nrf2 FP -2, DAGLB inh -44, Cardiac RTF inh 2, Arr AP2 block -2, DSG3 Ab inh 115, V-ATPase pHluor 3, CAL PDZ FP-2 -2 and C-LANA FP -0.7.
c1ccc(-c2cc3ccccc3cn2)cc1 was read as CAL PDZ FP-1 0.3, Keap1 Nrf2 FP -4, DAGLB inh -8, Cardiac RTF inh -2, Arr AP2 block 0, DSG3 Ab inh 102, V-ATPase pHluor -1, CAL PDZ FP-2 -1 and C-LANA FP 3.2.
COc1ccc(C)cc1NC(=O)c1cc2c(CO)cnc(C)c2oc1=N was read as CAL PDZ FP-1 0.8, Keap1 Nrf2 FP 1, DAGLB inh 3, Cardiac RTF inh -2, Arr AP2 block 12, DSG3 Ab inh 106, V-ATPase pHluor 3, CAL PDZ FP-2 -3 and C-LANA FP 0.8.
`COc1cccc(NC(=O)N2CCN(S(C)(=O)=O)CC2)c1` gave CAL PDZ FP-1 -0.5, Keap1 Nrf2 FP -2, DAGLB inh 0, Cardiac RTF inh -5, Arr AP2 block -12, DSG3 Ab inh 107, V-ATPase pHluor 0, CAL PDZ FP-2 -2 and C-LANA FP 0.1.
